GSK3 alpha inh: blockers of GSK3A enzyme activity – biochemical, luminescence, cell-free homogeneous, HTS, primary screen; inhibition, % at 10 µM; GSK-3 alpha kinase, ADP-Glo luminescence, 60 min; 320,000 compounds, 0.1% hits;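 in the data active means inhibition above about 50%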;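 further: GST-tagged GSK-3 alpha with peptide substrate and 25 µM ATP; 0% = DMSO neutral wells and 100% = GW8510 positive control wells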
Target sequence (P49840 whole entry, looked up): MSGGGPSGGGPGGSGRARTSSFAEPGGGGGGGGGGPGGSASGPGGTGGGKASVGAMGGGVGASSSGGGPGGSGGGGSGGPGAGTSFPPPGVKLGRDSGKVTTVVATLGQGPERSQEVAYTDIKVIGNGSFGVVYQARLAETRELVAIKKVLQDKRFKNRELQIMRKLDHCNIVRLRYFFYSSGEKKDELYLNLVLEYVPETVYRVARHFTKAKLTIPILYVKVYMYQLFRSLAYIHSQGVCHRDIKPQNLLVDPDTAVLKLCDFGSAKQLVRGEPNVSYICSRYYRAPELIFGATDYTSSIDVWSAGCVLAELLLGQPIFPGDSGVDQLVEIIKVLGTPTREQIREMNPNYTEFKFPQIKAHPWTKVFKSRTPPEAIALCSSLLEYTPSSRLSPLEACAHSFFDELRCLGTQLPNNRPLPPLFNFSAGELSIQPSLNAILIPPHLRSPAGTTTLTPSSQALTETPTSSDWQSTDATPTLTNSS
KCNQ1 block: inhibitors of human KCNQ1 channel, primary screen, cell-based, thallium flux, high-throughput. B-score at 10 µM. 310,000 compounds, 1.3% hits. CHO-K1 KCNQ1, FluxOR thallium flux fluorescence; hits give high values;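 active means compounds whose thallium flux B-score, printed positive for inhibition, exceeds three library SD while starting fluorescence stays within three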;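 further: channel opened by potassium depolarization with thallium stimulus after 20 min compound exposure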
RGS4 block: RGS4 inhibitors, primary screen, cell-based, HEK293 M3R inducible RGS4, calcium flux; B-score at 10 µM; 310,000 compounds, 0.45% hits; AID 463165, 2010; Fluo-4 calcium flux; hits give high values; triggered by carbachol at its EC20;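 active means B-score, a plate-corrected calcium signal, over three deviations above library mean, with baseline fluorescence within five deviations of library mean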;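 further: RGS4 expression induced by doxycycline in cells with stable M3 receptor; B-score is computed from the integrated fluorescence ratio over baseline after carbachol; higher B-score means a larger calcium signal and so more RGS4 inhibition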
Target sequence (P49798 whole entry, looked up): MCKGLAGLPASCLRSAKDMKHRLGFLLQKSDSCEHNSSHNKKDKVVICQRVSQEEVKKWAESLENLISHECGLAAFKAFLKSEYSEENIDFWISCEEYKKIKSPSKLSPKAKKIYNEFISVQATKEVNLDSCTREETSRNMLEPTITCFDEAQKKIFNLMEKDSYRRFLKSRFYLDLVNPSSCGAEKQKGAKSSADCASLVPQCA
hERG protect: hERG rescue from dofetilide block, primary screen, cell-based, CHO-hERG, FluxOR thallium flux, dofetilide IC70 | activation (rescue from dofetilide block), less the hit threshold, % at 10 µM | 310,000 compounds, 0.51% hits | dofetilide IC70 present;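 active means activation above the mean of controls blocked by dofetilide plus 5 SD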;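 further: thallium influx through hERG after potassium depolarization seen as dye fluorescence rise; in these data hits start at about 4.7%; inactives centre near -7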
Dyrk1A ADPGlo: rat Dyrk1A kinase inhibitors, primary screen, biochemical, single point, plate reader | Dual specificity tyrosine-phosphorylation-regulated kinase 1A (Rattus norvegicus), Q63470 | ADP-Glo luminescence, NFATc1 peptide | inhibition, % at 12.5 µM | 310,000 compounds, 0.43% hits | AID 504441, 2011; in the data active means inhibition above about 50%;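 further: plate controls were vehicle with enzyme for no effect and no enzyme for full effect; many of its hits are not listed in these tables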
KCNQ1 pot: potentiators or activators of KCNQ1 channel, primary screen, cell-based, thallium flux, high-throughput | Potassium voltage-gated channel subfamily KQT member 1 (Homo sapiens), P51787 | CHO-K1 KCNQ1, thallium flux FluxOR fluorescence; hits give high values | B-score at 10 µM | 310,000 compounds, 0.35% hits;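 active means fluorescence ratio B-score, a plate-corrected score, at least three library SD, with initial intensity B-score within 5 SD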
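System: CHO-K1 cells stably expressing KCNQ1 / Medium: assay buffer for compound exposure, DMSO matched across wells / Reagent: thallium- and potassium-containing depolarizing buffer / Compound: one concentration, matched DMSO / Incubation: 20 min compound pretreatment at room temperature / Measured by: kinetic FluxOR fluorescence, 10 s baseline plus 110 s post-stimulus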
GSK3beta inhib: human GSK3beta kinase inhibitors, primary screen, biochemical, cell-free homogeneous, HTS; Glycogen synthase kinase-3 beta (Homo sapiens), P49841; activity score (negative = inhibition), % at 10 µM; GST-GSK3beta kinase, ADP-Glo luminescence, 60 min; hits give low values; 300,000 compounds, 0.038% hits;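 active means more than half of replicate wells score below -50%, meaning over 50% inhibition versus plate controls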;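 further: 0% = median DMSO wells and -100% = median GW8510 positive control wells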
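Test system – GST-tagged human GSK3beta kinase, cell-free · Incubation – 60 min enzyme reaction, room temperature · Signal – ADP-Glo luminescence · Also added – peptide substrate and ATP at 25 µM · Controls – DMSO neutral wells and GW8510 at 20 µM as positive · Buffer or medium – Tris/MgCl2 kinase buffer · Measure – Luminescence-derived activity versus plate DMSO and GW8510 wells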
RGS4 pot: RGS4 potentiators or activators, primary screen, cell-based, HEK293 M3R inducible RGS4, calcium flux; carbachol calcium flux Fluo4; hits give low values; B-score at 10 µM; 310,000 compounds, 0.92% hits;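 active means B-score of the integrated calcium signal more than 4 SD below the library mean, with starting fluorescence not abnormally high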;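 further: negative B-score means reduced calcium response which marks RGS4 activation or potentiation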
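Detection: kinetic calcium fluorescence imaging with Fluo4-AM dye, 2 µM / Material: HEK293 cells with stable M3R and inducible RGS4 / Schedule: recording 10 s baseline at 1 Hz, 100 s post-agonist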
KCNK3 block: human KCNK3 channel inhibitors, primary screen, CHO cells, FluxOR thallium flux, B-score. FluxOR fluorescence; hits give low values. B-score at 10 µM. 340,000 compounds, 0.84% hits. Potassium channel subfamily K member 3 (Homo sapiens), O14649;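 active means B-score under library mean minus 4 SD, starting fluorescence ratio at most library mean plus 5 SD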;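 further: more negative B-score means stronger inhibition of thallium flux through KCNK3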
PolyA inhibitor: polyadenylation inhibitors in yeast reporter cells, primary screen, luminescence, S. cerevisiae. S. cerevisiae SKY197-pL101 polyadenylation reporter, beta-gal luminescence; efflux-impaired pdr1/pdr3 knockout yeast; score 100 = 6 SD above DMSO. calls only at 12 µM. 300,000 compounds, 0.02% hits;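 active means lowest replicate activity score at least 50, where 100 means six control SD above control mean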;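 further: yeast exposed to compound for 9 h at 30 °C; higher score means more reporter readthrough which indicates perturbed polyadenylation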
KCNK9 block: KCNK9 potassium channel inhibitors, primary screen, HEK293 cells, thallium flux | Potassium channel subfamily K member 9 (Homo sapiens), Q9NPC2 | B-score at 10 µM | FluxOR thallium flux fluorescence; hits give low values | 310,000 compounds, 1.2% hits;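 active means ratio B-score over 3 SD below the library mean, with starting fluorescence within 5 SD of its mean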;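 further: negative B-score means less thallium flux so channel inhibition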
Target sequence (Q9NPC2 whole entry, looked up): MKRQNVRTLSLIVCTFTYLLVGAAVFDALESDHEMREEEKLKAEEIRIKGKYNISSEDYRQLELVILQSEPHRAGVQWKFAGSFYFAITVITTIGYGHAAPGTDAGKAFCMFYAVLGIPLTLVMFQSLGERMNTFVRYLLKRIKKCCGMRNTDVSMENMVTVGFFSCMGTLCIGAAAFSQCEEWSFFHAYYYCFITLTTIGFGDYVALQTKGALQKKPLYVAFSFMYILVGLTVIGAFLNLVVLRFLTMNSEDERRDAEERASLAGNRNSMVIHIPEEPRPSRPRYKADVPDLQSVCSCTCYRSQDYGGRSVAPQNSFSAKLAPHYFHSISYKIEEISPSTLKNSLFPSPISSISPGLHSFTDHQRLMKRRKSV
Numbers without * were called inactive; i = inactive; . = no result given.

Every second line gives: Dyrk1A ADPGlo | RGS4 block | GSK3beta inhib | KCNK9 block | PolyA inhibitor | GSK3 alpha inh | hERG protect | KCNQ1 block | KCNK3 block | KCNQ1 pot | RGS4 pot
COc1ccc(C(=O)NCc2ccco2)cc1S(=O)(=O)N1CCOCC1
    -4 | i | 0 | i | . | 0 | -2 | i | i | i | i
CCN(CC(=O)N1CCCC1)S(=O)(=O)c1cc(C)ccc1OC
    . | i | . | i | i | 1 | -2 | i | i | i | i
Cc1cc(O)ccc1N1C(=O)c2cccc3cc([N+](=O)[O-])cc(c23)C1=O
    -6 | i | -3 | i | i | 1 | -1 | i | i | i | i
COc1ccc(CCn2c(C3CCCCC3)nc3c(c(=O)c4ccccc4n3C)c2=O)cc1
    . | i | 4 | i | . | 0 | -9 | i | i | i | i
COC(=O)CCCC1=CC2=CC(=O)C(C)(OC(=O)c3cccs3)C(=O)C2=CN1C1CCCCC1 (stereo not given)
    5 | i | 2 | i | i | -4 | -13 | i | i | i | i
CCCn1c(Nc2nc3ccccc3n2C)nc2ccccc21
    -4 | i | -2 | i | i | -2 | -13 | i | i | i | i
O=C(CN1CCOCC1)Nc1ccc(NC(=O)c2ccccc2F)cc1
    -4 | i | 4 | i | i | 0 | -7 | i | i | i | i
COc1ccc(-c2csc(-n3ncc(-c4cccs4)c3N)n2)cc1
    -2 | i | 1 | i | i | -2 | -14 | i | i | i | i
Cc1ccsc1/C=N/NC(=O)CSCc1ccc(Cl)cc1
    23 | i | 4 | i | i | 1 | -9 | i | i | i | i
O=C(CSCc1ccccc1Br)NNC(=S)NCc1ccco1
    -4 | i | 3 | i | i | 0 | -16 | i | i | i | i
COc1cc2ccccc2cc1C(=O)NC(=S)Nc1cc(C(=O)O)ccc1C
    3 | i | 2 | i | i | . | -3 | i | i | i | i
O=C(CSc1nnc(-c2ccncc2)o1)Nc1ccccc1C(F)(F)F
    7 | i | -3 | i | i | 0 | -5 | i | i | i | i
Cc1[nH]nc(-c2ccc(OCc3cnn(-c4ccccc4)c3)cc2O)c1Oc1ccc(Cl)cc1
    6 | i | -2 | i | i | -1 | -5 | i | i | i | i
Cc1cc(Cl)c(S(=O)(=O)N2CC(C)OC(C)C2)cc1OCC(N)=O (stereo not given)
    3 | i | 2 | i | i | -1 | -5 | i | i | i | i
Cn1nnnc1SCCNCc1ccncc1
    1 | i | 1 | i | i | -2 | -3 | i | i | i | i
O=C(O)CCCC(=O)Nc1ccccc1C(=O)N1CCCC1
    -3 | i | 1 | i | i | 0 | -10 | i | i | i | i
COC(=O)c1ccc(NC(=O)CN2CCOCC2)cc1
    8 | i | 1 | i | i | -1 | -7 | i | i | i | i
CCOc1ccccc1N(CC(=O)NC1CCCCC1)C(=O)CCC(=O)Nc1nccs1
    -3 | i | -1 | i | i | 4 | -11 | i | i | i | i
CCOc1ccc(NCc2cccn2-c2nnc(N3CCC(C(=O)NCCCN4CCCCC4C)CC3)s2)cc1 (stereo not given)
    -2 | i | 0 | i | i | 5 | -10 | i | i | i | i
Cc1cc(C)n(C(=O)CCCC(=O)n2nc(C)cc2C)n1
    -1 | i | 7 | i | i | 1 | -5 | i | i | i | i
O=S(=O)(c1ccc(Cl)cc1)N1CCN(c2ncccn2)CC1
    2 | i | 0 | i | i | -1 | -4 | i | i | i | i
Cc1ccc(-c2csc(N(CCCN3CCOCC3)C(=O)c3ccco3)n2)cc1
    6 | i | 2 | i | i | . | -2 | i | i | i | i
COC(=O)CSc1nc(NCC(C)C)nc(N2CCOCC2)n1
    2 | i | 2 | i | i | 0 | -2 | i | i | i | i
O=C(CCC(=O)OCC(=O)c1cccc([N+](=O)[O-])c1)Nc1cccc(Cl)c1Cl
    5 | i | 1 | i | i | -2 | -4 | i | i | i | i
CC(=O)Nc1cccc(-c2cn3ccccc3n2)c1
    16 | i | 1 | i | i | 7 | -17 | i | i | i | i
CC(=O)N1CCN(CC(C)(C)NS(=O)(=O)c2ccc(C)cc2)CC1
    10 | i | -1 | i | i | -1 | -4 | i | i | i | i
COc1ccc(N2CCN(C(=O)c3ccc(CNS(=O)(=O)c4ccc(C)cc4)cc3)CC2)cc1
    5 | i | 2 | i | i | -2 | -11 | i | i | i | i
COc1ccc(-c2n[nH]c(=S)n2-c2ccccc2C)cc1OC
    -2 | i | 0 | i | i | -2 | -12 | i | i | i | i
Cc1ccc(C)c(OCCC(=O)OCC(=O)Nc2cccnc2Cl)c1
    4 | i | 5 | i | i | -3 | -8 | i | i | i | i
C[C@@H]1CCC(=O)N(CC[C@H](Oc2ccccc2)c2ccccc2)CC1
    -29 | i | 1 | -15* | i | -1 | -10 | i | i | i | i
CCCn1nnnc1NCc1cccc(OC)c1OCC
    -4 | i | 1 | i | i | -1 | -5 | i | i | i | i
O=C(O)/C=C/C(=O)N1N=C(c2ccco2)CC1c1ccco1 (stereo not given)
    -1 | i | -1 | i | i | -2 | -1 | i | i | i | i
O=C(Nc1cccc(-c2cn3ccccc3n2)c1)c1cnccn1
    13 | i | 0 | i | i | -2 | -4 | i | i | i | i
CCn1ccnc1CN1CCCC(CO)(Cc2cccc(OC)c2)C1 (stereo not given)
    7 | i | -5 | i | i | 1 | -4 | i | i | i | i
Cc1cccc2sc(N(CCCN(C)C)C(=O)c3ccc(S(=O)(=O)N4CCc5ccccc5C4)cc3)nc12
    -2 | i | 2 | i | i | 1 | -11 | i | i | i | i
O=C(Nc1ccc(-c2ccccc2)cc1)c1ccccc1
    -4 | i | 0 | i | i | -1 | -7 | i | i | i | i
COc1ccc(NC2CCCN(C(=O)CSc3ccccc3)C2)cc1 (stereo not given)
    -4 | i | -3 | i | i | 2 | -7 | i | i | i | i
COC(=O)CSc1nc2c(cnn2-c2ccc(F)cc2)c(=O)[nH]1
    -1 | i | 1 | i | i | -1 | -4 | i | i | i | i
Cn1c(=O)oc2cc(S(=O)(=O)NCCc3ccccc3)ccc21
    8 | i | 2 | i | i | -7 | -8 | i | i | i | i
CCn1c(SCC(=O)Nc2nnc(C)s2)nnc1C(C)NC(=O)c1ccccc1 (stereo not given)
    -4 | i | -2 | i | i | -2 | -4 | i | i | i | i
COc1ccc(-c2nnc(NC(=O)c3ccc(S(=O)(=O)N4CCCc5ccccc54)cc3)o2)cc1
    -1 | i | 1 | i | i | -3 | -6 | i | i | i | i
COc1cccc(CC2(CO)CCCN(Cc3ccc(OC(F)F)cc3)C2)c1 (stereo not given)
    . | i | 2 | i | i | -2 | -9 | i | i | i | i
O=C(Nn1cnc2ccccc2c1=O)c1ccccc1
    -3 | i | -1 | i | i | 0 | -3 | i | i | i | i
CC(=O)Nc1ccc(OCC(O)CNC2CCCC2)cc1 (stereo not given)
    7 | i | 2 | i | i | 0 | -7 | i | i | i | i
CSCc1cc(N2CCCC2)nc(-c2ccccc2)n1
    1 | i | -2 | i | i | -2 | -14 | i | i | i | i
O=C(Nc1ccc(NC(=O)C2CC2)nc1)c1cccnc1
    8 | i | 1 | i | i | -5 | 4.9* | i | i | i | i
COc1cc(/C(O)=C(\C#N)c2nc3ccccc3[nH]2)cc(OC)c1OC
    . | i | 1 | i | i | 1 | -7 | i | i | i | i
COc1ccc(/C=C2\SC(=S)N(CC(=O)Nc3nnc(C)s3)C2=O)cc1
    9 | i | -1 | i | i | -2 | -14 | i | i | i | i
COc1cccc(C2CC(c3cccs3)=NN2C(=O)CSc2nc3c(cnn3-c3ccc(F)cc3)c(=O)[nH]2)c1OC (stereo not given)
    1 | i | -4 | i | i | -2 | -7 | 15* | i | i | i
Cc1cc(C(=O)NC2CC(C)(C)Cc3c2cnn3-c2ccccc2)n[nH]1 (stereo not given)
    -4 | i | 0 | i | i | -2 | -10 | i | i | i | i
COc1ccc(-n2c(-c3ccc(F)cc3)cnc2SCC(=O)NCc2ccco2)cc1
    3 | i | -2 | i | i | -1 | -15 | i | i | i | i
COC(=O)c1c(NC(=S)Nc2ccc(C(=O)N3CCOCC3)cc2)sc2c1CCC2
    4 | i | 1 | i | i | 0 | -14 | i | i | i | i
CC(=O)c1ccc(OCCN2CCOCC2)cc1
    -3 | i | 3 | i | i | 5 | -10 | i | i | i | i
COc1ccccc1N1CCN(C(=O)c2cc(N3C(=O)C4C5CCC(C5)C4C3=O)ccc2Cl)CC1 (stereo not given)
    3 | i | -6 | i | i | -2 | -8 | i | i | i | i
COc1ccc(CN2CCN(C(=O)c3ccc(CNS(=O)(=O)c4ccc(C)cc4)cc3)CC2)c(OC)c1OC
    -1 | i | 2 | i | i | -2 | -9 | i | i | i | i
CCn1c(-c2ccc(C)cc2)nn(CC(=O)NCCc2ccccc2)c1=S
    -6 | i | 2 | i | i | -1 | -8 | i | i | i | i
COc1ccccc1CNS(=O)(=O)c1ccc(-c2cnc(C3CC3)o2)cc1
    . | i | 3 | i | . | -3 | -6 | i | i | i | i
O=C(NCC1CCCN1S(=O)(=O)c1ccccc1)C(=O)NC1CC1 (stereo not given)
    -3 | i | -3 | i | i | 1 | -14 | i | i | i | i
Cc1nc2ccccc2nc1N1CCCC1
    5 | i | -3 | i | i | -1 | -12 | i | i | i | i
COc1ccc(/C=C2\N=C(SC)N(c3ccccc3OC)C2=O)cc1
    -4 | i | 0 | i | i | 0 | -12 | i | i | i | i
COc1ccc(-c2cc3cc(OC)c(OC)cc3c(C)n2)cc1
    -3 | i | 5 | i | . | -2 | -14 | i | i | i | i

From PubChem

Some of the compounds tested; rates above refer to the full screens.
